High-throughput results deposited in PubChem by several laboratories.
Bcl-xL primary = Bcl-xL (human) inhibition; GST-Bcl-xL / FITC-Bim BH3 peptide fluorescence polarization; 320,000 tested, 0.7% active; inhibition, % at 10.9 µM; Q07817;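 active means inhibition above the mean of all tested compounds plus 3 SD, cutoff set per campaign, cut at about 30% in these data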;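 further: 0% = DMSO wells and 100% = unlabeled Bim-BH3 peptide competitor; inhibitors lower millipolarization by displacing the labeled peptide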
Target sequence (Q07817 whole entry, looked up): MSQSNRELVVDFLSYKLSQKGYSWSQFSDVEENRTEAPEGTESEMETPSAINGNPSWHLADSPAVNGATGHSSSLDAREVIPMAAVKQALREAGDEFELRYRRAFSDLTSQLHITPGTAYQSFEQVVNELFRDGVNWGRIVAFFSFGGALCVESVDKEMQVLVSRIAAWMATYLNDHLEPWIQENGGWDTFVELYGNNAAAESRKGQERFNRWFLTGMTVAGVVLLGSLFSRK
VLA-4 inh = inhibition in a human VLA-4 binding assay; VLA-4 expressing cells, ligand binding flow cytometry; P13612; inhibition, % (about 7 µM as worked out from the volumes in the protocol); AID 2557; 330,000 tested, 0.2% active; in the data active means inhibition above about 50%
MCL1-BIM inh = inhibitors of human MCL1 binding to BIM-BH3 peptide; inhibition, % at 10.9 µM; Q07820; AID 2057; 320,000 tested, 0.68% active; GST-MCL1 / FITC-Bim-BH3 fluorescence polarization;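 active means inhibition above the mean inhibition of all tested compounds plus 3 SD, set per campaign, cut at about 40% in these data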;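 further: 0% = DMSO wells and 100% = unlabeled Bim-BH3 peptide control; higher means more loss of mP so more displacement of Bim peptide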
Target sequence (Q07820 whole entry, looked up): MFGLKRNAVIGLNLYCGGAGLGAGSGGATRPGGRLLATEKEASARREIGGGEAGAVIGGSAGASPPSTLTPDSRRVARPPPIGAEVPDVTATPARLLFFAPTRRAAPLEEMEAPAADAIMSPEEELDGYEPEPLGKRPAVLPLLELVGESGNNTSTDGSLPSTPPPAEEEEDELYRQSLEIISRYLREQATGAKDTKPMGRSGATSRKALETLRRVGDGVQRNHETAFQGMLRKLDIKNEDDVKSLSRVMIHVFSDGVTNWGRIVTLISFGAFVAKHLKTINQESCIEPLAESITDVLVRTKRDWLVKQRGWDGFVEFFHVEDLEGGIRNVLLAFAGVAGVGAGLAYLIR
Fam108B inh = Fam108B inhibition, counter-screen for RBBP9 inhibitors. recombinant Fam108B, FP-Rh probe fluorescence polarization. inhibition, % at 9.51 µM. 300,000 tested, 0.33% active;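 active means inhibition above the screen mean inhibition plus 3 SD, computed separately per campaign, cut at about 18% in these data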;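 further: inhibitors lower polarization as less probe binds the enzyme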
MEX-5 binding = C. elegans MEX-5 TCR-2 RNA binding activity; Q9XUB2; MEX-5/FITC-TCR2 RNA binding, fluorescence polarization; stronger effect = lower value; activity score (negative = inhibition of binding), % at 10 µM; 300,000 tested, 0.38% active; AID 1832;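 active means inhibition past about -25% in most replicates, and total fluorescence under double the plate's negative control median, limit read from the data; inconclusive means replicates evenly split on the limit, or fluorescence at least double controls; inactive means too little inhibition in most replicates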;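 further: 0% = DMSO and -100% = 5 µM competing unlabeled TCR2 RNA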
Target sequence (Q9XUB2 whole entry, looked up): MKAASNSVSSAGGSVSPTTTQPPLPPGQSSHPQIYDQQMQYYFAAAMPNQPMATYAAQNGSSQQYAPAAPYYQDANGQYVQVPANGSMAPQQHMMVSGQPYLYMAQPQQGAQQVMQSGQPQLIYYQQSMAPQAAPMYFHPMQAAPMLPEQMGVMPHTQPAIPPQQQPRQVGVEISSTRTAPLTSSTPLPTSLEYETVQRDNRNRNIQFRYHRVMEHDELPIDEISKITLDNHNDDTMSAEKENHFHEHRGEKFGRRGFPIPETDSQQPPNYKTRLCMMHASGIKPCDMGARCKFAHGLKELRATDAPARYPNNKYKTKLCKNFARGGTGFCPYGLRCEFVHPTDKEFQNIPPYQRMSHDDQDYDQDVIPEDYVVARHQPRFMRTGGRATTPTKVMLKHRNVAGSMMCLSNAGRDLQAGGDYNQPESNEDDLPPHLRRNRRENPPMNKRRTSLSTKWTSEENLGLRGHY
Efflux pump mplx = antifungal efflux pump inhibition, Nile Red retention; inhibition, % at 10 µM; AID 485275; S. cerevisiae Candida pump triplex; 330,000 tested, 0.44% active;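 active means plate passing quality check with inhibition over a set limit, or well fluorescence over plate mean plus 4 SD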;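 further: Nile Red retained in pooled yeast measured as flow cytometry median fluorescence; 0% = buffer negative control and 100% = Enniatin B positive control; higher means more Nile Red kept so more efflux inhibition; some compounds called inactive have numbers as strong as hits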
GLD-1 TGE inh = GLD-1-TGE RNA interaction inhibition (C. elegans); inhibition, % at 5.96 µM; purified GLD-1 + fluorescein TGE RNA, fluorescence polarization; AID 2280; Q17339; 320,000 tested, 0.44% active;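 active means percent inhibition above a per-plate cutoff, the plate mean of test compounds plus 3 SD, cut at about 30% in these data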;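 further: 0% = DMSO wells with GLD-1 and probe and 100% = wells lacking GLD-1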
PME-1 inh = PME-1 (human) inhibition; Q9Y570; recombinant PME-1, FP-Rh probe fluorescence polarization; inhibition, % at 5.9 µM; 320,000 tested, 0.53% active;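 active means inhibition above the campaign mean of all compounds plus 3 SD, cut at about 26% in these data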;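 further: competitive labeling of PME-1 active site by serine hydrolase directed probe; 0% = PME-1 with DMSO and 100% = wells lacking PME-1 enzyme; inhibitors block probe labeling so polarization falls and inhibition rises; many of its hits are not listed in these tables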
GRK2 aptamer HTS = inhibitors of human GRK2 displacing RNA aptamer; P25098; bead flow cytometry, FAM-aptamer displacement from GRK2; inhibition of aptamer binding, % at 10 µM; 330,000 tested, 0.59% active;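 active means inhibition of aptamer binding above 40%, roughly 3 SD of noise, on plates passing a quality check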;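 further: median bead fluorescence of bound FAM aptamer so fluorescent compounds give negative values; no value below 0 was filed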
Starred values were filed as active, the others as inactive; ? = inconclusive; . = no result given. A portion of the library (hit frequency here may not be typical).

Compound	Bcl-xL primary	VLA-4 inh	MCL1-BIM inh	Fam108B inh	MEX-5 binding	Efflux pump mplx	GLD-1 TGE inh	PME-1 inh	GRK2 aptamer HTS
COc1ccc(C2/C(=C(/O)c3ccccc3)C(=O)C(=O)N2CCCN2CCOCC2)cc1 (stereo not drawn)	7	1	8	-6	2.0	0.1	-1	2	4
O=C(Nc1ccc2[nH]ncc2c1)c1cccc(F)c1	7	2	12	1	-2.6	-0.2	2	-2	1
O=C(CSCc1ccco1)c1cccs1	4	5	5	-3	-1.1	0.2	-2	5	8
COc1cccc(Nc2ncc(C(=O)O)c3ccccc23)c1	0	-1	-3	2	0.1	-0.3	2	0	2
CN1CCN(CCCC(=O)c2ccc(F)cc2)CC1	6	10	4	-1	-1.5	0.0	5	4	0
CCOC(=O)C(Cc1ccccc1)NC(C)=O (stereo not drawn)	2	-2	9	-1	-3.9	0.0	-1	2	2
CC1([N+](=O)[O-])COC2(OC1)C(=O)Nc1ccccc12 (stereo not drawn)	1	18	-3	-2	3.4	-0.5	-1	5	0
Cc1ccnc2nc(C(=O)Nc3nc(-c4ccccn4)cs3)nn12	3	17	10	-7	-0.2	0.0	-2	1	4
CCCCNc1c(-c2ccc(SC(C)CC)c(OC)c2)nc2ccc(Cl)cn12 (stereo not drawn)	.	-13	.	.	.	-0.4	-4	.	2
COC(=O)c1c(-c2c(Cl)cccc2Cl)noc1NC(=O)N(C)C	-1	3	-3	-3	1.0	0.3	5	2	0
Cc1cccc(C)c1OCc1cc(C(=O)N(C)Cc2cc(C3CC3)n[nH]2)no1	6	10	-2	2	1.2	-0.1	0	6	0
COc1ccccc1N(C)S(=O)(=O)c1ccc(C(=O)NC2CCCCC2)cc1	1	11	2	.	.	-0.1	10	-2	0
CCOc1ccccc1NC(=O)C1CCN(c2nc(-c3ccc(OC)cc3)no2)CC1	7	3	5	-2	-1.2	0.1	8	3	2
COc1ccc2[nH]c(=O)c(CN(Cc3ccco3)C(c3nnnn3Cc3ccccc3)C(C)C)cc2c1 (stereo not drawn)	15	-4	12	0	2.0	0.0	7	5	4
CCOc1ccccc1N1CCN(C(=O)c2ccc3[nH]c(C)c(C)c3c2)CC1	1	5	-3	0	-1.1	-0.2	-5	2	0
CN(CC(=O)Nc1ccc(F)cc1)C(=O)COC(=O)CCN1C(=O)C2CC=CCC2C1=O (stereo not drawn)	1	0	-7	1	1.9	-0.4	-8	-1	0
COc1ccc(NC(C)=O)cc1S(=O)(=O)N1CCc2ccccc21	4	0	1	1	-1.4	0.1	1	0	2
COc1ccc2c(c1)CCc1c(C(=O)Nc3ccc(OC)c(OC)c3)noc1-2	-1	16	0	2	-0.7	0.0	-8	2	0
CCCc1nn2c(=O)cc(CSCC(=O)Nc3ccccc3)nc2s1	5	18	3	6	1.0	0.1	5	-6	0
CC(C)CCNC(=O)c1cccnc1Sc1ccccc1	6	18	12	2	-1.0	-0.2	4	-3	4
CCCn1nnnc1SCC(=O)c1ccc2c(c1)OCCO2	1	-1	1	3	-0.7	0.0	4	-8	0
Cc1cc(C)c2oc(-c3cccc(N)c3)nc2c1	3	4	-5	4	0.0	-0.1	-1	6	1
CCOC(=O)C1CCCN(Cc2ccccc2F)C1 (stereo not drawn)	1	22	0	-5	2.6	0.7	-9	1	0
COc1cc(C(=O)OCC(=O)N2CCCC2)cc(OC)c1OC	3	6	10	3	4.3	0.1	-5	-3	0
O=C(CSc1nnc(SCc2ccc(Cl)cc2)s1)N/N=C/c1ccccc1Cl	-7	-22	-2	-13	-0.2	-2.4	-1	-15	1
Cc1ccc2cc(CCNC(=O)C3CCCCC3)c(=O)[nH]c2c1C	10	-1	7	3	0.0	0.3	0	4	2
CCOc1cc(C2C(C(C)=O)=C(O)C(=O)N2CCc2c[nH]c3ccccc23)ccc1O (stereo not drawn)	10	12	3	1	-2.8	-0.1	4	-1	2
CC(C)(C)CC(C)(C)N=C1NS(=O)(=O)c2cc([N+](=O)[O-])ccc21	0	6	7	0	-1.5	-0.1	7	3	0
C[C@]1(C2CCCC2)Cc2cc(OCC(=O)O)c(Cl)c(Cl)c2C1=O	0	5	4	2	1.1	0.0	2	3	0
Cc1nn(Cc2ccccc2)c(C)c1NC(=O)c1ccc([N+](=O)[O-])cc1[N+](=O)[O-]	2	0	-2	2	-2.4	-0.2	0	5	0
CN(/C(=N/S(=O)(=O)c1ccccc1)c1ccccc1)S(=O)(=O)c1ccccc1	1	-20	5	-4	-0.1	0.0	0	-2	3
COC(=O)C(F)(Sc1c(C)n(C)n(-c2ccccc2)c1=O)C(F)(F)F (stereo not drawn)	10	8	10	0	-6.0	-0.2	0	1	2
CC(C)(C)c1ccc(C(=O)C=[N+]=[N-])cc1	10	-1	-2	-5	-0.1	-0.3	2	-5	4
COc1ccc(-n2nc(C(=O)NCC(=O)N3CCC(C)CC3)c3ccccc3c2=O)cc1	-1	-8	2	6	1.1	-0.3	10	0	7
CN=C1SC(CC(=O)NCCc2ccc(OC)c(OC)c2)C(=O)N1C (stereo not drawn)	-1	26	0	-7	-0.9	-0.1	0	-4	1
COc1ccc(CCNC(=O)CC2SC(=NCc3ccccc3)NC2=O)cc1 (stereo not drawn)	-6	-2	-10	4	-1.2	0.6	6	-1	0
O=C(NCCN1CCN(C(=O)c2c(F)cccc2F)CC1)C(=O)Nc1ccc(Cl)cc1	-4	7	-15	-4	-4.0	-0.2	4	3	0
CCOc1ccc(Nc2cc(C)nc(N3CCOCC3)n2)cc1	1	0	-6	1	1.2	-0.1	-1	6	0
Cc1ccc(OCC(=O)NCCNC(=O)c2ccco2)cc1	5	4	-11	1	3.9	0.1	16	1	0
Cc1cc(C)c2c(c1)OC(O)(C(F)F)CC2=O (stereo not drawn)	3	-5	-2	3	0.0	-0.1	-4	1	4
O=C(CC1Nc2ccccc2NC1=O)NCCc1ccccc1 (stereo not drawn)	9	1	4	4	3.1	0.0	-4	1	1
COc1ccc(C2NS(=O)(=O)N=C2N)cc1 (stereo not drawn)	3	3	1	4	-0.2	-0.1	-3	2	0
Cc1ccc(O)c(NC(=S)NC(=O)Cc2ccc(Cl)cc2)c1	0	5	10	-3	0.8	0.1	-1	1	1
Cc1cc(NC(=O)C(C)SCC(=O)O)no1 (stereo not drawn)	8	7	10	-3	-0.3	0.0	8	-3	0
COc1ccc(C2(C)NC(=O)N(CC(=O)NC3CC3)C2=O)cc1 (stereo not drawn)	.	12	.	.	.	0.1	2	.	0
N#CC1(NC(=O)COC(=O)c2cc(=O)[nH]c3ccccc23)CCCCC1	0	2	-7	-2	-0.1	0.0	4	-2	0
O=C(CCC1CCN(C(=O)c2cncs2)CC1)Nc1ccccc1	-1	-17	-6	1	-1.0	1.2	4	-4	0
CCCN1CCc2c(sc(NC(=O)c3ccc(S(=O)(=O)N(C)c4ccccc4)cc3)c2C(N)=O)C1	-59	-93	-73	3	-14	0.3	-72	11	0
COc1cc(C(=O)NCC2CCCO2)cc(Br)c1OCc1ccccc1 (stereo not drawn)	1	17	0	.	.	0.0	-1	11	0
N#Cc1ccc(/C=N/NC(=S)Nc2ccc(S(=O)(=O)N3CCOCC3)cc2)cc1	9	0	6	-1	0.2	-0.1	7	-1	0

Carrying on.
Compound	Bcl-xL primary	VLA-4 inh	MCL1-BIM inh	Fam108B inh	MEX-5 binding	Efflux pump mplx	GLD-1 TGE inh	PME-1 inh	GRK2 aptamer HTS
CCOC(=O)Cc1cc(-c2ccc(F)cc2)nc2ccc3ccccc3c12	2	5	-4	1	-0.8	0.1	-3	-1	0
CCCCCn1nc(-c2ccccc2)c2nc3ccccc3nc21	30	-249	22	0	?	-0.1	-5	-2	15
COc1ccccc1CNC(=O)COC(=O)Cc1ccc(F)cc1	0	-4	3	-4	-2.0	0.1	7	-3	1
COCc1cc(C)n(CC(=O)Nc2cc(C)cc(C)c2)c(=O)c1C#N	4	8	12	4	-1.1	0.1	4	3	1
CCOC(=O)N1CCN(C(=O)CS(=O)(=O)c2cn(Cc3ccccc3Cl)c3ccccc23)CC1	-7	7	8	0	-1.3	0.3	-2	1	0
Cc1ccc(S(=O)(=O)/N=C(/Nc2c(C)n(C)n(-c3ccccc3)c2=O)c2ccccc2)cc1	1	14	-2	-1	2.9	-0.3	3	-1	2
S=C(NCCc1ccccc1)N1CCN(C23CC4CC(CC(C4)C2)C3)CC1	5	-3	8	-3	-0.1	-0.1	0	4	0
Cc1cccc(C)c1NC(=O)CN(C1CCCCC1)S(C)(=O)=O	-5	11	-3	1	-4.2	0.4	-2	-1	1
CCN(CCn1cccn1)C(=O)CC1C(=O)NCCN1Cc1cc(OC)cc(OC)c1 (stereo not drawn)	10	15	9	5	2.9	-0.1	7	6	3
NC(=O)c1c(NC(=O)COC(=O)c2ccc(O)c(Cl)c2)sc2c1CCCC2	.	0	.	.	.	0.2	-8	.	4
CC(C)Cc1nc2ccc(N)cc2[nH]1	15	-4	9	4	-10	0.0	0	1	0
CCOc1cc(N2CCOCC2)c(OCC)cc1NC(=O)C1CCCC1	-2	6	0	-5	1.7	-0.1	-2	0	2
CCOc1cc(C)c(C(C)C)cc1S(=O)(=O)n1cnc(C)c1	-2	-2	-5	-3	0.7	0.0	4	10	4
CCOc1ccc(CN2CCN(Cc3nc(C(C)C)cs3)CC2CCO)cc1 (stereo not drawn)	-2	11	-1	-2	0.7	0.1	6	4	3
CC(=O)c1sc(NC(=O)Cc2c(F)cccc2Cl)nc1C	-1	5	-6	4	2.2	-0.1	-14	-1	1
O=C1CSC(c2ccncc2)N1Cc1ccco1 (stereo not drawn)	10	2	7	0	-2.5	-0.1	4	-3	2
COc1ccc(CCNC(=O)COc2nsnc2N2CCOCC2)cc1OC	5	3	-1	2	-4.3	-0.1	6	2	0
COc1cccc(CN(CC(=O)NC2CCCC2)C(=O)CCC(=O)Nc2cc(C)on2)c1	9	8	-1	2	1.8	0.0	0	-1	0
CC(=O)Nc1ccc(C(=O)OCc2ccc(F)cc2)cc1	4	0	3	1	3.8	0.1	5	1	0
CN(C)C(=O)C12CCC(C)(c3nc4ccccc4nc31)C2(C)C (stereo not drawn)	-24	5	-34	0	0.5	0.2	-8	-1	0
O=C(/C=C/c1ccccc1Cl)NCCCn1ccnc1	4	8	3	-3	2.2	-0.1	-4	-1	0
CCc1ccc(Nc2n[n+](-c3ccccc3)c(-c3ccc(SC)cc3)s2)cc1	-9	0	-10	0	-2.0	0.5	-1	3	2
CC(C)(C)c1ccc(/C=C2\CCn3c2nc2cc(C(=O)O)ccc2c3=O)cc1	8	-7	1	5	-0.7	0.0	5	-10	0
CCOc1[nH]n(-c2ccccc2)c(=O)c1C=Nc1ccc(F)cc1F	8	-6	9	-2	1.5	0.0	3	9	2
COc1ccccc1N1CCN(S(=O)(=O)CCNC(=O)CCCc2ccccc2)CC1	-1	1	0	4	0.1	0.0	2	-2	0
